# Ecoli viability: reduces bacterial viability in AddAB counter-screen; inhibition, % at 11.9 µM; 330,000 compounds, 0.27% hits; E. coli V3065 growth, OD600 absorbance, 18 h;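 active means inhibition above the campaign's mean inhibition across all tested compounds plus 3 SD, cut at about 9.9% in these data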;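 further: uninfected addAB+ strain grown without phage in ampicillin broth; 0% = DMSO wells and 100% = ciprofloxacin 0.95 µg/ml wells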
# PfHsp90 yeast 2: reduces growth (ATP signal) of yeast expressing P. falciparum Hsp90; 310,000 compounds, 0.32% hits; inhibition, % at 9.4 µM; S. cerevisiae expressing PfHsp90, BacTiter-Glo ATP, 48 h; yeast lacking PDR1 and PDR3 efflux regulators; AID 504621;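 active means every replicate shows inhibition above about 80%, whatever the replicate mean, limit read from the data; inconclusive means mean inhibition reaches the set limit but some replicate falls short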;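 further: 0% = DMSO neutral controls and 100% = 20 µM radicicol positive controls; yeast relying on Plasmodium falciparum Hsp90 in place of its own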
# Rtt109 HAT inh: C. albicans Rtt109 histone acetyltransferase inhibition; Q5AAJ8; purified Rtt109/Vps75, ThioGlo CoA-SH fluorescence, 4 h; AID 540336; 330,000 compounds, 0.16% hits; inhibition, % at 34.9 µM;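 active means inhibition of at least 50% in every replicate; inconclusive means best replicate reaches 50% inhibition but some replicates fall short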
# Target sequence (Q5AAJ8 whole entry, looked up): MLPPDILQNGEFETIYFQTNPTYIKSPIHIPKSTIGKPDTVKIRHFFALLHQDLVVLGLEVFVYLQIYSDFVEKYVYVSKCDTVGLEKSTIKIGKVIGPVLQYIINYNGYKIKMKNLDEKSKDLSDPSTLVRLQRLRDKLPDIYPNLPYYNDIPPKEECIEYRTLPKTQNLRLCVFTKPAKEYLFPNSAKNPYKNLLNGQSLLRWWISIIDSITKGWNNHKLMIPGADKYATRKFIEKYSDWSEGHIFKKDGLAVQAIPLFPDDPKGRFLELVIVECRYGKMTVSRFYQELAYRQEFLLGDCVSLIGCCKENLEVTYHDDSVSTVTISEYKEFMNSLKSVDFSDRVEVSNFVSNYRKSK
# phage Ecoli inh: E. coli growth loss with phage present. growth absorbance. inhibition, % at 11.9 µM. 360,000 compounds, 0.26% hits. AID 651602; in the data active means inhibition above about 11%
# Wnt act: activators of Wnt/beta-catenin signaling. Wnt/beta-catenin reporter cell assay, activator, plate reader. activation, % at 9.35 µM. 300,000 compounds, 1.2% hits; in the data active means activation above about 30%, passing the limit was not always enough; inconclusive means no clear call, values can overlap the other calls;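 further: 0% = neutral control wells and 100% = positive control wells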
# AddAB inh: less growth of phage-infected E. coli with AddAB; E. coli expressing H. pylori AddAB, absorbance growth; inhibition, % at 11.9 µM; 330,000 compounds, 0.29% hits; AID 435030; in the data active means inhibition above about 12%;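 further: 0% = vehicle wells of infected cells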
# PvdQ inh: blocks Pseudomonas aeruginosa PvdQ acylase activity | purified PvdQ acylase, fluorescence plate reader | inhibition, % at 10 µM | 340,000 compounds, 0.063% hits; in the data active means inhibition above about 30%, passing the limit was not always enough; inconclusive means no clear call, values can overlap the other calls;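 further: 0% = vehicle neutral wells and 100% = reference inhibitor wells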
# CAL PDZ FP: inhibitors of human CAL PDZ peptide binding; Q9HD26; purified CAL PDZ, TMR-peptide fluorescence polarization, 1 h; inhibition, % at 20 µM; 330,000 compounds, 0.02% hits; AID 504414;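 active means highest replicate inhibition of at least 40%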;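 further: plate controls were DMSO neutral control wells for no effect and unlabeled competitor peptide control wells for full effect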
#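 Assay system – tagged CAL PDZ protein CerCALP, purified · Timing – 1 h at RT · Compound – single point, 20 µM · Measured by – fluorescence polarization from S- and P-plane intensities, G-factor corrected · Evaluation – inhibition from polarization loss · Probe or stimulus – TMR reporter peptide T*-PRC34 · Buffer or medium – pH 7.4 phosphate-saline buffer, reducing agent, detergent, IgG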
# Tat transport: E. coli Tat transport inhibition; AID 488895; inhibition, % at 10 µM; 340,000 compounds, 0.036% hits; E. coli MC4100 TorA-mCherry Tat export, fluorescence;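 active means mean replicate inhibition at least 50% and at least half of replicates individually reaching 50%; inconclusive means only one of the two criteria met; inactive means neither criterion met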;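 further: exported cargo escapes ClpAP degradation while cytoplasmic cargo is degraded and loses fluorescence; 0% = median of neutral control wells and 100% = median of NaSCN control wells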
# DAGLB inh: blocks human DAGLB lipase activity; Q8NCG7; HEK293T DAGLB membrane lysate, EnzChek fluorogenic substrate; inhibition, % at 5.17 µM; 340,000 compounds, 0.059% hits; AID 504411; in the data active means inhibition above about 34%;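 further: 0% = enzyme with vehicle and 100% = wells lacking enzyme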
# Target sequence (Q8NCG7 whole entry, looked up): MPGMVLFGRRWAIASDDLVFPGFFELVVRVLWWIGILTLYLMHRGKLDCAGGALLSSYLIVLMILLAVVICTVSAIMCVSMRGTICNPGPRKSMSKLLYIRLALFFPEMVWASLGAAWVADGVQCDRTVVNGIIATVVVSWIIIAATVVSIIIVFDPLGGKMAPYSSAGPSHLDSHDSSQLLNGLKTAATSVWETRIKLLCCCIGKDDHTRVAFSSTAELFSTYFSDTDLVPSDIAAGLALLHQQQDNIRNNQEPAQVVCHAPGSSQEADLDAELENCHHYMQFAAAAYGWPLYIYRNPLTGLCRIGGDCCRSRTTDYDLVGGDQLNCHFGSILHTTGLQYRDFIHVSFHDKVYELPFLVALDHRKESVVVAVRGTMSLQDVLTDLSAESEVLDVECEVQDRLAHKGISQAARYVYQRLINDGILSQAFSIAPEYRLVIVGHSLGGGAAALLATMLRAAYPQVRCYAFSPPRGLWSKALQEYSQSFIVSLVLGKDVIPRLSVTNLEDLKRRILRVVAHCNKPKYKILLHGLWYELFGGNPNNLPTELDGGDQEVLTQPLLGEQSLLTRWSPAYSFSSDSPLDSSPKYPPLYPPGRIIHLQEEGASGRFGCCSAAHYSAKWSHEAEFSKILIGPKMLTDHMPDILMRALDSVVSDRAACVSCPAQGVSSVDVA
# The depositor's hits bear a star; ? = inconclusive; · = not tested or not shown.
SMILES,Ecoli viability,PfHsp90 yeast 2,Rtt109 HAT inh,phage Ecoli inh,Wnt act,AddAB inh,PvdQ inh,CAL PDZ FP,Tat transport,DAGLB inh
COc1ccc(C(C(=O)NC2CCCCC2)N(C(=O)c2sc(C)nc2C)c2ccc(C(C)=O)cc2)cc1 (configuration not stated),-1.8,-8,-7,-1.2,·,1.1,-13,-2.1,-1,1
CCOc1ccc(-c2nnc(SCC(=O)N3CCOCC3)o2)cc1,0.3,13,-5,3.5,-2,6.6,-8,-0.7,-10,3
CC(=O)N1CCC(C(=O)NCCOc2cccc(C)c2)CC1,0.1,-11,2,0.6,-1,2.5,8,-2.0,-1,-3
Cc1ccc(NS(=O)(=O)c2c(C)[nH]c(=O)[nH]c2=O)cc1C,2.4,-3,5,-0.5,·,2.2,-5,-1.3,3,3
Nc1c(N(CCCO)C(=O)C2CCCC2)c(=O)[nH]c(=O)n1Cc1ccccc1,0.0,13,4,4.7,-2,0.1,-2,-1.6,-4,-4
O=C(CN1C(=O)NC2(CCCCC2)C1=O)N1CCN(c2ncccn2)CC1,-0.2,0,-4,4.4,0,2.0,-12,-0.1,-5,2
CCO[C@@H]1OC(C(=O)N2CCN(C)CC2)=C[C@H](c2csc3ccccc23)[C@H]1CCCO,0.6,-9,2,1.8,-4,1.9,-1,-1.2,6,-1
Cc1occc1C(=O)Nc1ccc(OCc2ccccc2)cc1,1.4,18,4,2.9,2,1.4,3,-0.3,-9,-6
CN=C(c1ccccc1)c1c(C)cccc1C,0.3,7,-1,1.6,1,1.9,-11,-0.2,-6,1
Cc1cc(C)n(CCNC(=O)c2ccc3c(c2)OCO3)n1,-2.5,1,4,4.1,4,0.8,-5,-2.5,-8,-1
CN1N=C(N)c2cn(C3OC(COP(=O)(O)O)C(O)C3O)c3ncnc1c23 (configuration not stated),·,-8,1,3.1,-3,·,-4,0.5,-8,-2
COC(=O)c1[nH]c2ccc(C)cc2c1NC(=O)CN1CCC(C)CC1,1.2,·,-1,3.7,-4,1.9,-1,·,-2,-5
O=C(O)COc1ccc(Nc2ccccc2)cc1,0.4,-9,5,1.5,0,2.4,-4,0.4,3,3
O=C(OCC#CCSc1nnc(-c2ccccc2)o1)c1ccco1,-0.4,6,-2,2.4,0,0.0,-7,-0.4,13,-2
Cc1ccc(OCC(O)CN2CCOCC2)cc1 (configuration not stated),0.8,3,-2,4.2,3,1.0,-7,-1.1,3,-2
Cc1cc(C)c([C@@H]2C[C@H]3CN(C4CCCC4)C(=O)[C@]34CCCN24)c(-n2cccn2)c1,-1.9,-13,6,-1.1,3,-1.9,2,-1.7,11,0
O=C(CN1C(=O)c2cccc3cccc1c23)NCc1ccc2c(c1)OCO2,-1.9,-6,-30,3.6,·,-0.5,-5,-2.7,-1,-1
C/C(=N/NC(=O)CNC(=O)COc1ccccc1)c1ccco1,-0.9,7,-5,2.3,-2,-3.1,-22,-2.4,0,1
COc1ccc(S(=O)(=O)N2CCCCCC2)cc1C(=O)N(C)CCOc1ccc(Cl)cc1,-1.4,1,3,0.5,-5,2.4,2,-3.4,20,-3
O=C(COc1ccc(F)cc1)N(Cc1ccco1)C1CCS(=O)(=O)C1 (configuration not stated),1.7,0,8,0.8,-2,1.9,5,-2.1,-2,-1
CCCN1CCC(=O)N(CCOc2ccccc2)CC1,0.1,-1,-1,-1.0,-1,-1.6,-18,0.1,-2,-2
CCOC(=O)C(Cc1ccccc1)NC(=O)Cn1nnc(-c2ccccc2)n1 (configuration not stated),-2.0,-104,8,2.7,·,-0.5,-7,-0.5,15,2
COC(=O)C1=C(C)NC(=O)C1(Nc1nccs1)C(F)(F)F (configuration not stated),0.4,3,3,1.7,·,4.4,-4,-0.1,2,-4
C=CCn1c(CSCc2ccc(Cl)cc2)nnc1SCC(=O)NCc1ccccc1,-3.5,-25,-10,2.0,·,-2.4,-13,-0.6,5,-3
Cc1onc(NC(=O)NC(=O)c2ccccc2F)c1Br,-1.5,-5,-4,1.2,2,1.8,-2,0.2,2,0
CCOC(=O)c1ccc(NC(=O)c2nn(CC)cc2Br)cc1,0.9,4,12,0.3,·,2.1,-25,-1.1,-10,-1
CC1c2ccsc2CCN1S(=O)(=O)c1cccs1 (configuration not stated),-0.8,15,-4,2.5,0,1.8,-27,0.7,-2,-1
COc1ccc(S(=O)(=O)NCC2CCCO2)cc1NC(=O)c1ccccc1F (configuration not stated),2.0,13,0,-0.3,-1,0.3,-14,-0.7,-3,-1
Cc1ccc(N2/C(=N/c3nc(C)cc(C)n3)NC(=O)CC2C(=O)O)cc1 (configuration not stated),-1.4,17,·,1.8,·,1.6,-17,-2.0,0,-3
O=c1c2[nH]c3ccccc3c2ncn1Cc1ccco1,0.5,-14,-3,2.1,·,3.7,-13,-0.5,3,0
COc1ccc(-n2c(SCC(=O)Nc3nccs3)nc3sc4c(c3c2=O)CCN(C)C4)cc1,0.0,-1,-6,0.1,·,-0.9,-9,-1.3,-1,2
CC(=O)CC(=O)Nc1ccc2ccccc2c1,-3.0,-21,-2,0.2,3,-0.5,-2,-3.3,1,4
CC1(C(=O)OCC(=O)NCc2ccc(Cl)cc2)CC1(Cl)Cl (configuration not stated),-0.3,·,10,2.2,-2,-0.2,-18,-0.1,-11,0
Cc1cc(NC(=O)/C=C/c2cccc(F)c2)n(-c2nc3ccccc3[nH]2)n1,-0.2,-39,10,2.5,-1,2.7,0,-0.8,3,-9
O=C(CSc1nc2ccc(Nc3nc(N4CCCC4)nc(N4CCCC4)n3)cc2s1)NCc1ccco1,-0.5,-5,6,-0.8,7,-0.5,-13,-6.3,-3,1
O=C(Nc1c(Cl)ccc2nsnc12)c1cccnc1,-2.1,-7,2,1.9,-9,-2.2,-13,-2.1,-8,0
COc1ccc(CCC(=O)N(C)CC(=O)Nc2ccc(Cl)c(C(F)(F)F)c2)cc1,2.6,2,9,2.1,-1,2.0,-7,-1.9,14,-3
Cc1cc(C)c2nc(N3CCCC3)c(C#N)cc2c1,-0.6,-3,31,2.6,·,1.5,1,0.7,-15,3
CC(=O)Nc1cccc(NC(=S)Nc2ccc(F)cc2F)c1,-1.6,-6,3,3.2,9,2.7,-15,-1.1,-4,1
COc1ccc(/C=N/Nc2nc(Nc3ccccc3)nc(N3CCCCC3)n2)c(OC)c1,-1.7,4,1,-0.8,3,2.7,-7,-0.8,0,-2
Cc1cc(Br)cc(/C=N/NC(=O)c2ccc3c(c2)OCO3)c1O,0.3,2,0,1.1,7,9.1,-3,-0.4,20,-1
O=C(CN1C(=O)NC2(CCOc3ccccc32)C1=O)c1ccc[nH]1 (configuration not stated),0.9,2,-1,-2.1,1,-0.5,-14,0.5,5,0
O=C(OCCOc1ccc(Cl)cc1)c1cc(S(=O)(=O)N2CCCCC2)ccc1N1CCOCC1,·,-2,0,-0.6,-4,·,-3,-2.5,3,-3
Cc1ccc2sc(NNC(=O)c3cc(-c4cccs4)nc4ccccc34)nc2c1C,3.8,·,·,8.0,-2,3.0,·,·,·,·
CSc1cccc(CN2CCN(CCC(C)C)C(CCO)C2)c1 (configuration not stated),-0.1,-23,-3,0.6,2,0.6,-6,-3.0,-4,3
O=C(CSc1nnc(N2CCOCC2)n1-c1cccc(F)c1)N1CCN(c2ccccn2)CC1,-0.5,-12,4,3.9,-1,0.3,-8,-0.6,-13,-1
COc1ccc(NC(=O)COc2ccc(/C=C/c3cc[n+](C)cc3)cc2OC)cc1,0.8,4,-121,1.5,-1,1.0,1,-1.5,15,0
CCCCCCCCCCOC(=O)Cn1c(COc2cccc(OC)c2)[n+](C)c2ccccc21,-3.5,-15,1,·,·,0.1,-9,-0.2,36,8

# Nothing new here: 2 of the compounds above.
SMILES,Ecoli viability,PfHsp90 yeast 2,Rtt109 HAT inh,phage Ecoli inh,Wnt act,AddAB inh,PvdQ inh,CAL PDZ FP,Tat transport,DAGLB inh
COc1ccc(NC(=O)COc2ccc(/C=C/c3cc[n+](C)cc3)cc2OC)cc1,0.8,4,-121,1.5,-1,1.0,1,-1.5,15,0
CCCCCCCCCCOC(=O)Cn1c(COc2cccc(OC)c2)[n+](C)c2ccccc21,-3.5,-15,1,·,·,0.1,-9,-0.2,36,8

# Other results:
SMILES,Ecoli viability,PfHsp90 yeast 2,Rtt109 HAT inh,phage Ecoli inh,Wnt act,AddAB inh,PvdQ inh,CAL PDZ FP,Tat transport,DAGLB inh
O=c1cc(Cn2ccnc2)c2cc(O)ccc2o1,·,10,3,0.8,1,·,-14,-1.6,-12,0
O=S(=O)(Nc1ccc2cn[nH]c2c1)c1ccc(Cl)cc1,-8.9,-9,-26,·,·,4.9,-4,-3.4,3,2
O=C(CSc1ccccc1)NC1CCCCCCC1,-2.0,-14,12,2.0,27,2.9,11,0.0,0,-5
CCC(OC(=O)c1cccs1)C(=O)NCc1ccc(C)cc1 (configuration not stated),1.5,-14,-7,0.8,-3,3.4,-25,-1.4,-2,3
O=C(COC(=O)C1CCN(S(=O)(=O)c2ccc3c(c2)OCCO3)CC1)Nc1cc(C(F)(F)F)ccc1Cl,0.6,27,-9,2.9,-3,1.4,22,-0.1,3,-2
O=C(CSc1nc2ccccc2s1)N1N=C(c2cccs2)CC1c1ccc(F)cc1 (configuration not stated),-0.8,-19,3,2.4,·,0.7,-4,-1.7,-2,-14
CC/C(=N\NC(=S)Nc1ccc(OC)cc1)c1ccc(OC(F)F)cc1,-3.1,-19,-6,0.1,4,0.9,-22,-1.8,9,-1
COc1ccc(CCNC(=O)CN2C(=O)CCSc3ccccc32)c(OC)c1,-2.2,-13,2,2.5,-1,1.4,-5,-0.9,0,-2
CC1=NNC(=O)c2ccccc2O1,-0.2,·,-15,1.5,2,0.1,-10,-1.2,8,1
O=C(CCn1c(=O)oc2ccc(Cl)cc21)N1CCN(c2ccccc2)CC1,-0.9,-3,9,2.8,0,-0.4,4,0.7,-3,-5
CCOC(=O)c1c(C)[nH]c(C(=O)N/N=C\c2ccccc2Cl)c1C,-3.6,7,3,0.2,1,-0.2,-4,-0.5,-11,-8
c1ccc(-c2nn[nH]n2)cc1,-0.7,2,2,-1.5,0,0.5,-18,-0.4,6,0
Oc1ccc(Cl)cc1C1=NNC(c2cccs2)C1 (configuration not stated),-5.1,-34,12,-2.3,?,-4.2,34*,-2.8,-19,1
CC(C(=O)NCc1ccco1)n1ccc2cc(S(=O)(=O)N3CCCCC3)ccc21 (configuration not stated),-0.8,5,22,3.3,0,1.7,6,-2.8,-9,-2
CSCCC(NC(=O)c1ccc(Cl)cc1Cl)C(=O)NCC(c1cccs1)N(C)C (configuration not stated),·,-15,-3,5.5,-5,·,-2,0.3,-4,1
Cc1ccc(Nc2cc(C)nc3nc(C)nn23)cc1,0.3,-25,3,1.8,0,2.2,7,-0.1,-14,0
Cc1ccc(C(=O)Cc2cc3ccccc3oc2=O)c(C)c1,-1.4,-1,-14,2.1,0,-0.6,-15,0.9,-2,-10
Cc1ccc(C(C(=O)NCC2CCCO2)N(C(=O)c2snc(C(N)=O)c2N)c2ccc(C)c(C)c2)o1 (configuration not stated),-2.5,-56,-16,1.5,-3,2.7,-6,-1.4,0,2
COC(=O)Cc1c(C)c2ccc(OCC(=O)N3CCCC3)c(C)c2oc1=O,1.5,-27,8,4.0,0,1.8,-22,-1.4,9,1

# Screening data deposited in PubChem by several laboratories.
